RAD52 inh: inhibitors of human RAD52 DNA annealing; recombinant RAD52 DNA annealing, FRET fluorescence; P43351; inhibition, % at 18.7 µM; actives 0.46% (n = 360,000);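 active means every replicate showing at least 50% inhibition; inconclusive means mean inhibition at least 50% but not in every replicate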
Xi reactivation: X-chromosome reactivation activator; XiGFP mouse fibroblasts, % GFP-positive cells imaging, 3 d; cells co-treated with 5-aza-dC sensitizer; scaled so ellipticine positive control = 100%; activation, % at 7.58 µM; actives 0.055% (n = 360,000); AID 743238;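 active means mean normalized replicate activation at least 10% and every replicate at or above 10%; inconclusive means only one of the two criteria met; inactive means mean below 10% and not all replicates reach 10%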;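 further: 0% = median of on-plate neutral control wells and 100% = ellipticine 6 µM median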
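Schedule: 3 d treatment, 15 min room-temperature fixation; system: 68-5-11 XiGFP fibroblast line; buffer or medium: DMEM plus 5-aza-dC sensitizer; control set: ellipticine 6 µM positive control; compound: one concentration, pinned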
CASP6 VEID inh: blocks human caspase-6 cleavage activity; actives 0.53% (n = 350,000); P55212; inhibition, % at 12.5 µM; purified caspase-6, Z-VEID-R110 cleavage fluorescence; AID 686996;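 active means mean inhibition across replicates at least about 35%, with every replicate also reaching that limit, limit read from the data; inconclusive means only one of the two criteria met; inactive means neither criterion met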;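 further: 0% = median of neutral control wells and 100% = no fluorescence left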
Target sequence (P55212 24-179 limits assumed): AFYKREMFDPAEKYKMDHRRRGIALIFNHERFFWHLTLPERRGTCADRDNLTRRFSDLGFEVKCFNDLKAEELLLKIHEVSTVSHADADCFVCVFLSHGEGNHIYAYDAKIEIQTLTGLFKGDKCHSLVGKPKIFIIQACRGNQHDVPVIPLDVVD
Target sequence (P55212 194-293 limits assumed): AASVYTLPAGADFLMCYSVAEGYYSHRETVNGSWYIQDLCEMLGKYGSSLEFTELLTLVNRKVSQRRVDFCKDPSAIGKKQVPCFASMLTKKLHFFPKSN
E-sel inducer: E-selectin induction on HUVECs. P16581. HUVEC E-selectin immunofluorescence imaging; normalized: neutral wells 0, TNF-alpha wells 100. activation, % at 7.58 µM. actives 0.37% (n = 260,000). AID 686992;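 active means mean E-selectin-positive cell signal at least 10% of the positive control, reached in at least 60% of replicates, without over 20% cell loss; inconclusive means no rule given, readout overlaps actives, possibly toxicity-flagged; inactive means the rest, including those meeting only one limit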;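 further: in these data hits start at about 27%; measured in HUVEC primary endothelial cells; signal is the percent of cells scored E-selectin positive by PE staining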
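material = human umbilical vein endothelial cells (HUVEC), E-selectin induction | quantity = 3,000 cells/well | medium = EGM-2 growth medium on 0.1% gelatin-coated wells | technique = immunofluorescence imaging | read-out basis = % PE-positive cells | control set = TNF-alpha positive control, DMSO neutral control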
RAD54 branch: blocks human RAD54 Holliday junction branch migration | FAM/BHQ fluorescence | inhibition, % at 10.4 µM | actives 0.14% (n = 360,000) | AID 602329;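 active means mean normalized replicate activity at least 40 and at least half of replicates scoring 40 or more; inconclusive means only one of the two criteria met; inactive means mean below 40 and under half of replicates reaching 40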;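 further: 0% = median of neutral control wells and 100% = median of positive control wells; inhibitors cause a drop in the FAM fluorescence signal; in these data hits start at about 50%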
Target sequence (Q92698 whole entry, looked up): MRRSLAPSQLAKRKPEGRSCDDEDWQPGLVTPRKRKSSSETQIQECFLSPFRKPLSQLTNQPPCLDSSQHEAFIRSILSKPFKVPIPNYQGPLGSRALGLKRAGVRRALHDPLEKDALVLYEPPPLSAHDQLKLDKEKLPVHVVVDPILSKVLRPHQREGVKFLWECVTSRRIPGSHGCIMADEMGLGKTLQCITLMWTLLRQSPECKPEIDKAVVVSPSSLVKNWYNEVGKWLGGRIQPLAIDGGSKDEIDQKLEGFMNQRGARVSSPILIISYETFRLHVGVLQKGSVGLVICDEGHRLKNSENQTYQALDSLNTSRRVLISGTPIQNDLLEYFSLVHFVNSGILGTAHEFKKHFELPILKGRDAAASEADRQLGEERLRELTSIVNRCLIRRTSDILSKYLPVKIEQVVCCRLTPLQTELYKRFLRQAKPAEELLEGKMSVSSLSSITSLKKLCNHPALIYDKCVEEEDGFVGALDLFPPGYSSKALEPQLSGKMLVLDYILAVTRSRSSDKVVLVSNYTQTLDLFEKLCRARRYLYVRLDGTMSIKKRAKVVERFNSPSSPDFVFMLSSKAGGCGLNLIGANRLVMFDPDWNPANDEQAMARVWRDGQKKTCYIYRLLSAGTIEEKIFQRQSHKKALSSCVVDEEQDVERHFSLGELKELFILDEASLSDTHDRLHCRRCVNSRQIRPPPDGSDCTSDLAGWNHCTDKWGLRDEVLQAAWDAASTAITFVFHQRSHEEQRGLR
F508del corr: correctors of CFTR F508del function in bronchial epithelial cells. CFBE cells, YFP halide quenching; stimulated with forskolin plus potentiator P3; % fluorescence drop versus neutral controls. AID 720511. activity (quench increase), % at 7.58 µM. actives 0.36% (n = 350,000);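 active means mean added fluorescence quench of at least 8% versus neutral control, with both replicates also reaching 8%; inconclusive means only one of the mean or replicate conditions met; inactive means mean below 8% and not both replicates reaching 8%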;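 further: cells transiently co-express mutant CFTR-F508del with the halide-sensitive YFP; corrector assay measuring rescue of mutant channel to the surface after 24 h compound exposure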
DENV2 CPE rescue: inhibitors of DENV2 cytopathic effect. AID 651640. actives 1.7% (n = 350,000). CPE inhibition, % at 9.99 µM. DENV2-infected cells, cytopathic effect rescue, plate reader; in the data active means CPE inhibition above about 20%, passing the limit was not always enough; inconclusive means no clear call, values can overlap the other calls; tested in BHK-21 cells;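 further: 0% = median of neutral control wells and 100% = median of positive control wells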
GSIS activator: GLuc luminescence reporter in INS-1E cells, primary screen for activators of glucose-dependent secretion of insulin | actives 0.61% (n = 370,000) | activation, % at 16.6 µM | AID 743287 | INS-1E GLuc reporter insulin secretion, 2-3 h;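 active means lowest replicate activation of at least 40%, so every replicate reaches that level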;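 further: 0% = median of neutral control wells and 100% = median of IBMX positive control wells; some compounds called inactive have numbers as strong as hits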
* marks the source's active call; other numbers are inactive results; ? = inconclusive; · = no result given; & = joins results of further samples. Compounds as they come; overall some 3.7% were active at least once.

SMILES	RAD52 inh	Xi reactivation	CASP6 VEID inh	E-sel inducer	RAD54 branch	F508del corr	DENV2 CPE rescue	GSIS activator
C/C(=N/Nc1nc(-c2ccccc2)c(CC(=O)O)s1)c1ccccc1	-13	-0.1	1	5.9	·	2.0	-6	1
CN(C)CCn1c(=N)n(CC(O)c2ccc(Cl)c(Cl)c2)c2ccccc21 (stereo not given)	13	0.0	-14	2.9	·	-1.9	·	25
Cc1noc(C)c1NC(=O)N(C)C[C@H]1Oc2c(NC(=O)Nc3ccc(C(F)(F)F)cc3)cccc2C(=O)N([C@@H](C)CO)C[C@H]1C	1	0.2	2	0.5	?	-2.8	-7	-3
Cc1nn(C)cc1S(=O)(=O)Nc1ncccn1	13	-0.1	-3	-0.1	0	-1.0	4	3
O=c1oc2c(CN3CCOCC3)c(O)ccc2c2ccccc12	13	·	2	·	36	·	·	6
CCS(=O)(=O)N1CC(=O)N2[C@@H](CO)[C@H](c3ccc(C#CC4CCCC4)cc3)[C@@H]2C1	-4	0.0	-1	0.2	·	-2.2	-1	-2
O=C(NCCCn1ccnc1)/C(=C/c1ccc(F)cc1)NC(=O)c1ccccc1	-5	0.0	-33	·	1	1.8	-4	12
CN(C)S(=O)(=O)c1ccc(C(=O)Nc2ccc3c(c2)CCC3)cc1	-10	0.4	·	0.1	5	-0.5	1	-10
O=C(O)CCCCCNc1nc2ncn(Cc3ccccc3)c2c(=O)[nH]1	-7	·	·	·	0	0.0	8	-19
C/C(CCc1ccc2c(c1)OCO2)=N\N=C1\NC(=O)CC(C(=O)Nc2ccccc2F)S1 (stereo not given)	-24	0.0	4	-0.1	·	-0.9	-6	35
O=C1[C@H](Oc2ccccc2)[C@@H](c2ccncc2)N1c1ccncc1	-2	-0.1	-3	0.2	-2	-1.4	-6	6
CCc1ccccc1Nc1nc2ccccc2[nH]1	-7	0.0	4	0.5	-1	-4.0	-1	·
C[C@@H]1CN([C@@H](C)CO)C(=O)c2cc(C#C[C@@H](C)O)cnc2O[C@@H]1CN(C)C(=O)Cc1ccncc1	-19	0.7	-1	0.1	3	0.6	7	19
Oc1ccccc1/C=N/Nc1ccnc(SCc2ccccc2)n1	2	0.0	2	·	·	1.6	15	·
CCN(CCNC(=O)C1CCCN(S(=O)(=O)c2cnc[nH]2)C1)c1ccccc1 (stereo not given)	-12	0.0	-1	·	-4	1.3	-1	6
S=C(NCCCN1CCOCC1)NC1CCCC1	-6	0.3	-21	·	·	-2.1	-7	-13
O=C(O)c1c2c(nc3ccc(S(=O)(=O)N4CCC(C(=O)NC5CCCC5)CC4)cc13)CCCCC2	-3	-0.1	1	1.3	-10	3.1	-5	10
OC(COc1ccc(Cl)cc1)CN1CCC(Cc2ccccc2)CC1 (stereo not given)	-3	0.0	-1	·	-4	-1.9	1	·
COc1ccccc1OC(C)C(=O)Nc1ccccc1C(=O)NCC1CCCO1 (stereo not given)	-1	0.1	0	0.0	-31	-0.4	-1	15
Cc1ccc(-n2cc(CNCCc3ncc(C)[nH]3)c(-c3ccc(F)cc3)n2)cc1	-20	0.0	·	-0.7	·	-1.5	1	7
CCS(=O)(=O)N1CCCCN2[C@H](C1)[C@@H](c1ccc(C#CC(C)(C)O)cc1)[C@@H]2CO	-6	0.1	-1	-0.1	-1	2.9	2	22
C[C@@H]1CN([C@H](C)CO)C(=O)c2cccc(NC(=O)Nc3ccccc3)c2O[C@H]1CN(C)C(=O)NC1CCCCC1	29	0.0	1	0.4	5	0.6	17	1
CCn1c(SCC(=O)N2CCCC(C)C2)nc2c1c(=O)n(C)c(=O)n2C (stereo not given)	-13	0.3	0	·	2	-0.1	-4	16
COc1ccc(S(=O)(=O)N2CCN(c3ccccc3OC)CC2)cc1	-19	0.2	1	·	-9	1.3	-2	-18
COCC(=O)N(C)C[C@@H]1Oc2ncc(/C=C/c3ccccc3)cc2C(=O)N([C@@H](C)CO)C[C@@H]1C	-3	2.2	0	1.9	-6	0.2	6	11
Fc1ccc(Nc2nc(N3CCOCC3)nc(N3CCOCC3)n2)cc1Cl	-2	0.0	-1	2.4	-13	-1.4	6	4
Cc1cc(C)nc(-n2nc(C)c3c(C(F)(F)F)cc(=O)[nH]c32)n1	-9	·	-1	·	-10	·	·	-6
O=C(CN(Cc1ccccc1)C(=O)c1cccc([N+](=O)[O-])c1)Nc1c(Cl)cc(Cl)cc1Cl	-9	-0.1	-1	-0.3	5	-0.1	-23	·
O=S(=O)(c1ccc(Cl)cc1)N1CCC2(CC1)CO2	-3	0.0	5	·	-4	-0.2	-2	-1
O=C(C1CCOCC1)N1C[C@@H]2[C@H](c3ccccc31)[C@@H](CO)N2C(=O)Cc1ccccc1	7	0.0	0	0.5	-8	-1.0	19	1
CC1CCCN(C(=O)c2cc(F)c(F)cc2Cl)C1 (stereo not given)	6	·	2	·	·	-1.4	·	32
Cc1cccc(-c2ccc([C@H]3[C@@H](CO)N4CCCCN(S(=O)(=O)c5ccccc5C)C[C@@H]34)cc2)c1	-20	0.2	-1	-0.5	10	2.4	0	21
O=C(O)c1ccccc1P(=O)(c1ccccc1)c1ccccc1	-4	0.0	1	1.9	5	-1.4	-3	·
Cc1cc2c(cc1C)-c1nnnn1C(N1CCC(Cc3ccccc3)CC1)C(=O)N2 (stereo not given)	17	0.2	-1	-0.3	·	-2.1	-5	-24
COc1ccc(Oc2nccc(OC)c2C#N)cc1	2	·	-1	·	1	-0.8	0	7
Cc1cc(N2CCN(C(c3ccnc4ccccc34)c3nnnn3-c3c(C)cccc3C)CC2)c2ccccc2n1 (stereo not given)	46	0.2	-4	-0.1	·	-1.3	8	-38
CCOc1cc(/C=C2\SC(=Nc3ccccc3)N(c3ccccc3)C2=O)ccc1OCC(=O)O	-16	-0.1	1	-2.1	·	·	7	-4
CC1(C(=O)NS(=O)(=O)c2ccccc2C(F)(F)F)CCN1C(=O)CCC1CCCC1 (stereo not given)	-43	-0.3	-1	0.0	-11	-2.0	2	9
CC(CCc1ccc(O)cc1)NCCC(c1ccccc1)c1ccccc1 (stereo not given)	10	0.4	-2	·	15	0.2	0	-21
Cc1ccc(-c2cnc3c(c2)C(=O)N([C@@H](C)CO)C[C@H](C)[C@@H](CN(C)C(=O)c2cccc(F)c2)O3)cc1	23	-0.1	-2	-0.6	0	-1.5	7	-22
C[C@H]1CN([C@@H](C)CO)C(=O)c2cc(NC(=O)Nc3cccc4ccccc34)ccc2O[C@@H]1CN(C)C	3	-0.8	-1	6.7	6	-0.3	3	6
O=C(C1CC1)N1CCCCN2[C@H](CO)[C@@H](c3ccc(C#CC4(O)CCCC4)cc3)[C@@H]2C1	1	·	1	·	-2	-2.3	-1	·
C#CCOCCOCCOCCNc1nc(N2CCN(C(=O)C([C@@H](C)O)n3cc([C@@H](N)CCCCN)nn3)CC2)nc(N2CCN(C(=O)[C@H](CO)n3cc([C@@H](N)C(C)C)nn3)CC2)n1 (stereo not given in full)	58*	0.0	-235	0.0	7	0.6	-20	2
Cc1ccc2c(C(=O)N3CCN(c4ccccc4)CC3)cc(-c3cccnc3)nc2c1C	-26	-0.1	-6	2.4	·	2.5	-4	0
COc1ccc(S(=O)(=O)n2nc(-n3c(C)ccc3C)c3c(F)cccc32)cc1OC	-12	0.3	0	·	7	0.0	-4	·
Cc1cc(C)n2cc(CSc3ncn[nH]3)nc2n1	-8	0.3	2	·	2	3.1	-3	7
NC(=O)COc1ccc2oc(-c3ccccc3)cc(=O)c2c1	-18	0.0	11	1.2	2	-0.4	-3	29
COC(=O)/C(=N/Nc1ccccc1OC)N1CCCc2ccccc21	-55	0.5	-1	14	·	-1.9	0	3
Cc1ccc(CN2C(=O)C(CC(C)C)Nc3ncnc(N4CCN(c5ccccc5)CC4)c32)cc1 (stereo not given)	-40&-32	0.0&0.0	-2&3	0.0&0.4	0&-5	-0.3&-0.2	-3	-1
O=CNCCc1nc2ccccc2n1CCc1ccccc1	-1	0.0	1	·	-23	-1.0	-4	-6
CC[C@]12c3[nH]c4ccccc4c3CCN1C(=O)C(CC(=O)NCc1cccc(C(F)(F)F)c1)C[C@@H]2C(=O)N1CCN(C(=O)c2ccco2)CC1 (stereo not given in full)	-7	0.2	-2	0.2	-5	-0.2	-11	-32
O=C(Cc1cccnc1)N[C@@H]1CC[C@H](CCNS(=O)(=O)c2ccccc2Cl)O[C@@H]1CO	-2	0.4	-5	-0.8	1	-0.2	13	3
COc1ccc(CN2C(=O)CCC2(C)c2nnnn2-c2ccc3c(c2)OCCO3)cc1 (stereo not given)	-7	0.1	-2	-0.1	·	1.7	14	2
Cc1cc(C(=O)NNC(=O)c2cccc(Cl)c2)no1	-5	0.0	1	·	15	-0.8	-5	17
Cc1nc(N)[nH]c(=O)c1CCCNc1ccc(CCC2(CCl)OCCO2)cc1	-70	0.1	-5	-1.2	-12	-0.7	6	·
CC1(c2ccc3c(c2)OCCO3)NC(=O)N(CC(=O)Nc2ccccc2SCC#N)C1=O (stereo not given)	-10	0.0	5	0.1	-22	1.8	-4	-2
COc1ccc(NC(=O)CS(=O)c2ccc(Br)cc2)cc1 (stereo not given)	-7	0.4	0	-0.3	0	0.4	2	4
C[C@H]1CN([C@@H](C)CO)C(=O)c2c(c3ccccc3n2C)-c2ccccc2CO[C@@H]1CN(C)C(=O)Nc1ccc(F)cc1	36	0.1	0	4.5	5	-2.3	1	-9
COC(=O)COc1ccc(C2NC(=O)NC(C)=C2C(=O)NCc2ccccc2)cc1OC (stereo not given)	-10	-0.2	2	-0.1	12	2.8	10	13
Cc1nnc(NC(=O)c2ccc(N3CCCC3=O)cc2)s1	2	0.0	-10	0.1	·	-1.6	1	-14
Continued.
SMILES	RAD52 inh	Xi reactivation	CASP6 VEID inh	E-sel inducer	RAD54 branch	F508del corr	DENV2 CPE rescue	GSIS activator
CN1CCN(C(=O)c2ccc(-n3cccn3)nc2)CC1	1	0.0	-2	-0.2	·	-1.3	-8	11
CCC1CCCCN1CCCNC(=O)CNC(=O)c1nn(-c2ccc(OC)c(Cl)c2)c(=O)c2ccccc12 (stereo not given)	-31	0.0	-45	·	14	-2.3	4	-4
CCOC(=O)[C@]12CCC=C1N(Cc1ccc(Cl)cc1Cl)C(=O)[C@H](CC(=O)N1CCCCC1)C2	-1	-0.1	0	0.1	·	2.4	-1	-20
C[C@@H]1CN([C@@H](C)CO)S(=O)(=O)c2ccc(C#Cc3ccc(F)cc3)cc2O[C@H]1CN(C)C(=O)NC1CCCCC1	-5	-0.5	-4	-1.3	-2	4.8	-1	-4
O=C(C1=C(O)C(=O)N(CCN2CCOCC2)C1c1cccc([N+](=O)[O-])c1)c1cccs1 (stereo not given)	-1	0.3	1	·	·	-1.6	5	16

Two consecutive records out of the list so far:
SMILES	RAD52 inh	Xi reactivation	CASP6 VEID inh	E-sel inducer	RAD54 branch	F508del corr	DENV2 CPE rescue	GSIS activator
CN1CCN(C(=O)c2ccc(-n3cccn3)nc2)CC1	1	0.0	-2	-0.2	·	-1.3	-8	11
CCC1CCCCN1CCCNC(=O)CNC(=O)c1nn(-c2ccc(OC)c(Cl)c2)c(=O)c2ccccc12 (stereo not given)	-31	0.0	-45	·	14	-2.3	4	-4

From PubChem
